# Screens from PubChem.
# PLK1 PBD block: qHTS for Inhibitors of PLK1-PDB (polo-like kinase 1 - polo-box domain): Primary Screen; Plk1 PBD binding of FITC phosphopeptide, fluorescence polarization; Serine/threonine-protein kinase PLK1 (Homo sapiens), P53350; AID 720504, 2013; Potency, µM, without a hit: max response, negative = inhibition, actives largely listed as inhibitors; 360,000 tested, 2.8% active; further: potency means the concentration at half of the fitted maximal effect; series mostly up to about 57 µM; on the % scale 0 is the no-effect control and ±100 the full control effect; nearly all actives have a fitted effect of over 65% in size
# GLP-1R inv ag: qHTS of GLP-1 Receptor Inverse Agonists (Inhibition Mode); HEK293 GLP-1R CRE-luciferase, luminescence, 24 h; GLP-1R form is constitutively active; Glucagon-like peptide 1 receptor (Homo sapiens), P43220; 410,000 tested, 1.6% active; Potency, µM (doses to about 38.3 µM), for inactives: at the highest dose activity change, negative = inhibition, most hits filed as inhibitors; further: potency means the concentration at half of the fitted maximal effect; on the % scale 0 is the no-effect control and ±100 the full control effect; nearly all actives have a fitted effect of over 55% in size
#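 Stable HEK293 clone (constitutively active GLP-1R + cAMP-response luciferase); 200 cells/uL plated, 12 h pre-culture, compound 24 hr, 37 deg C/5% CO2; detection reagent 12 min RT; luminescence.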
# GLP1R ag: qHTS of GLP-1 Receptor Agonists. Potency, µM (highest dose often 45.6 µM), inactives show at the top dose activation, actives largely listed as activators. Glucagon-like peptide 1 receptor (Homo sapiens), P43220. 380,000 tested, 0.007% active. HEK293 GLP-1R CRE-luciferase, luminescence, 4-6 h; cells express a hypersensitive GLP-1R form; further: potency means the concentration at half of the fitted maximal effect; % of control where 0% means no effect
# PI5P4Ka inh: qHTS for Inhibitors of phosphatidylinositol 5-phosphate 4-kinase (PI5P4K); Phosphatidylinositol 5-phosphate 4-kinase type-2 alpha (Homo sapiens), P48426; PI5P4Kalpha enzyme, ADP-Glo luminescence, 60 min; hits give low values; max response, %; 330,000 tested, 1.2% active; AID 652105, 2013; active means max response of -50% or lower; inconclusive means between -30% and -50%; inactive means -30% or higher; further: value at the top dose of about 77 µM; on the % scale 0 is the no-effect control and ±100 the full control effect
#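 Enzyme plus substrate dispensed, test compounds pinned in, then ATP (5 microM final) added. After 60 min at RT, ADP-Glo reagent 1 for 45 min and reagent 2 for 30 min preceded luminescence imaging.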
# WRN inhibitor: qHTS for Inhibitors of WRN Helicase; AID 651768, 2012; WRN helicase unwinding, fluorescent forked duplex, kinetic; Bifunctional 3'-5' exonuclease/ATP-dependent helicase WRN (Homo sapiens), Q14191; Potency, µM (doses to about 114 µM), inactives show top-dose activity change, negative = inhibition, most hits filed as inhibitors; 360,000 tested, 0.46% active; further: potency means the concentration at half of the fitted maximal effect; on the % scale 0 is the no-effect control and ±100 the full control effect; nearly all actives have a fitted effect of over 55% in size
# Target sequence (Q14191 whole entry, looked up): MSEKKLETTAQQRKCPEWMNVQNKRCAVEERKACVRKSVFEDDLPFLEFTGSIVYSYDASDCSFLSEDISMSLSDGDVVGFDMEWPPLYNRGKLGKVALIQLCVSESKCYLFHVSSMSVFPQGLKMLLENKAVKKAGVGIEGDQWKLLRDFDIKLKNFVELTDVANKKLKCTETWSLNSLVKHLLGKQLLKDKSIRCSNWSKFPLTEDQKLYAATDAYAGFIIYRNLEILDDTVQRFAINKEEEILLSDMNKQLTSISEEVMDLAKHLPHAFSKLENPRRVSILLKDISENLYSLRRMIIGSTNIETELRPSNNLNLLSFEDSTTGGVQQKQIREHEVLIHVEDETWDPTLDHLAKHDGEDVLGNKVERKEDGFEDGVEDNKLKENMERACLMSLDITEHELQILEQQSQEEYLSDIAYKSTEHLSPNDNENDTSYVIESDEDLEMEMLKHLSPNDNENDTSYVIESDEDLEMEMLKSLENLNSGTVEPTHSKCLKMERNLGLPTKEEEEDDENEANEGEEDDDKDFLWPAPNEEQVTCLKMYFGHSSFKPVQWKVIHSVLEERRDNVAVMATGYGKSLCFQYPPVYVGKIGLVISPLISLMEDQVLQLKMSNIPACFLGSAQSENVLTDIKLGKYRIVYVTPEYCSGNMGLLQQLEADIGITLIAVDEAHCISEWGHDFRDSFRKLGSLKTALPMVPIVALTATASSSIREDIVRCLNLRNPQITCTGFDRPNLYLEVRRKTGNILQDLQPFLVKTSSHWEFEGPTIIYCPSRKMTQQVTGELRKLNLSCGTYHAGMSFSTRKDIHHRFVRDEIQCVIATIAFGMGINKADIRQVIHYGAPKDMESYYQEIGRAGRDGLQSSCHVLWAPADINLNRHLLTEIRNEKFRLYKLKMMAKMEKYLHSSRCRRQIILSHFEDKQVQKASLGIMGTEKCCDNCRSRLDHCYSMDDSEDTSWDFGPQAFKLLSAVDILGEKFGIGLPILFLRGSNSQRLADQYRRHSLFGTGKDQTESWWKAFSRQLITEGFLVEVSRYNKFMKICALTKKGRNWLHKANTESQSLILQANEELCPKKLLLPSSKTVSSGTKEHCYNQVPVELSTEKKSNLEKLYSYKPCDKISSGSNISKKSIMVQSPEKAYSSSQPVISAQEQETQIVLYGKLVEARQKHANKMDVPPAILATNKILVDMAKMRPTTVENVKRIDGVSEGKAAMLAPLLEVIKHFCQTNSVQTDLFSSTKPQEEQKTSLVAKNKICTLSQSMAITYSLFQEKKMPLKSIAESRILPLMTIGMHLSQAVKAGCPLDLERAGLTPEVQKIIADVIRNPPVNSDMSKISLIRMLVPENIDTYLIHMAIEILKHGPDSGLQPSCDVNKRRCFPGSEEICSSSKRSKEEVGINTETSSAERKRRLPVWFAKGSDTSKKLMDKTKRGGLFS
#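 WRN at 20 nM final preincubated with compound 15 min at room temperature; reaction started with 100 nM fluorophore/quencher forked duplex oligonucleotide and 2 mM ATP final. Unwinding followed kinetically by red fluorescence (ex 525, em 598 nm).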
# DRD3 agonist: qHTS of D3 Dopamine Receptor Agonist: qHTS; 410,000 tested, 0.58% active; max activation, %; D(3) dopamine receptor (Homo sapiens), P35462; D3R DiscoveRx beta-arrestin cells, luminescence, 90 min; in the data active means max activation above about 30%; further: 0% is about no effect; mostly tested at two doses, the higher about 12 µM
#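 Agonist-mode cell screen: cells plated at 1500/well and incubated overnight at 37 °C, then exposed to library compounds for 90 min at 37 °C. Detection reagent was added for 30–60 min at room temperature, and luminescence was read.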
# GLP1R cytotox: qHTS of GLP-1 Receptor Inverse Agonists: Cytotox Screen | Potency, µM (highest dose often 38.3 µM), for inactives: at the top dose activity change, negative = inhibition, actives largely listed as inhibitors | AID 624418, 2012 | HEK293 cAMP-luciferase reporter cells, luminescence, 24 h | 410,000 tested, 0.13% active;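 further: loss of luciferase light is scored as toxicity; potency means the concentration at half of the fitted maximal effect; on the % scale 0 is the no-effect control and ±100 the full control effect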
#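 Luminescence readout: signal drop marks cytotoxicity. Plated cells grew 12 h at 37 °C, 5% CO2, received 23 nL compound for 24 h, then got luciferase reagent, read after 12 min at RT.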
# IL2 activator: qHTS of IL-2 Activators. IL-2 activation reporter assay, cell-based qHTS; stimulated with anti-CD3/CD4/CD28 beads; in transgenic mouse T cells. activation, % (series mostly up to about 46 µM). 360,000 tested, 0.065% active. AID 652025, 2013; in the data active means activation above about 50%; inconclusive means mostly about 30% to 49%; further: 0% is about no effect
#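 Unstimulated transgenic mouse T cells; 60-min compound exposure; bead-based TCR/CD4/CD28 stimulation; 18 h culture, 37 degrees C; dual fluorescence (EGFP, DsRed) plate cytometry.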
# D3 antag: qHTS of D3 Dopamine Receptor Antagonist: qHTS; 360,000 tested, 2.5% active; D3R cells, DiscoveRx beta-arrestin luminescence, antagonist mode; hits give low values; max response, negative = inhibition, %; in the data active means max response below about -50%; inconclusive means no clear call, values can overlap the other calls; further: on the % scale 0 is the no-effect control and ±100 the full control effect; mostly tested at two doses, the higher about 12 µM
#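 Cells expressing the human receptor were seeded at 1500 cells/well, incubated overnight at 37 degrees C in 5% CO2, then exposed to library compounds with dopamine controls for 90 minutes at 37 degrees C before luminescent detection.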
# * marks the source's active call; other numbers are inactive results; ? = inconclusive; / = not tested or not shown; [ ] = another dose, or the depositor's remark. Unless noted, the call rests on the fitted dose curve; in most records, active means well fitted curve in the direction sought with a large enough effect; inconclusive means small, poorly fitted or top-dose-only effect, or another doubt; inactive means no such curve, though single readings can be large; an effect the other way counts as inactive or inconclusive.
SMILES,PLK1 PBD block,GLP-1R inv ag,GLP1R ag,PI5P4Ka inh,WRN inhibitor,DRD3 agonist,GLP1R cytotox,IL2 activator,D3 antag
COc1cc(CCN(C(=O)c2cc3ccccc3[nH]2)C(c2ccccn2)c2nc3ccccc3[nH]2)cc(OC)c1 (stereo not drawn),?,28.1%,-3.9%,4.6,-4.2%,0.4,-4.6%,-0.5,0.0
COc1cc2cc(CCCOC(=O)CCC(=O)O)oc(=O)c2cc1OC,-17.9%,-6.7%,4.0%,1.5,-33.6%,-3.1,0.8%,-0.2,-9.6
CCOC(=O)C(NCc1ccccc1OC)(NC(=O)c1ccccc1)C(F)(F)F (stereo not drawn),-1.7%,-24.8%,0.5%,-0.2,3.2%,10.1,-9.9%,0.9,-13.6
O=C(Nc1cc([N+](=O)[O-])ccc1N1CCCC1)c1ccco1,-11.0%,33.7%,4.9%,5.5,-7.2%,-1.3,-3.6%,-0.7,-10.6
Cc1cc(OC(C)C(=O)N2CCN(c3ccc(F)cc3)CC2)c2c(C)c(C)c(=O)oc2c1 (stereo not drawn),-2.1%,5.3%,9.0%,-6.8,10.4%,0.9,-9.2%,-3.9,18.4
CCC(C)(C(=O)NC1CCCC1)N(Cc1cccs1)C(C)=O (stereo not drawn),1.4%,-2.1%,-2.1%,-3.2,0.8%,1.0,-1.8%,-1.1,-17.3
Cc1ccc2c(C)c(C(=O)Nc3ccc(S(=O)(=O)Nc4onc(C)c4C)cc3)oc2c1,-15.9%,-3.3%,-1.3%,0.1,-5.4%,-0.1,-11.8%,1.5,-9.0
O=S(=O)(c1ccc(Cl)c(C(F)(F)F)c1)N1CCN(CC(O)COCC2CCCO2)CC1 (stereo not drawn),1.5%,-22.4%,-3.4%,/,11.9%,-2.2,-20.3%,-1.2,5.8
CC(=O)Nc1cccc(-c2ccnc3c2CC(C)(C(=O)Nc2ccc(C(C)C)cc2)O3)c1 (stereo not drawn),-9.0%,?,3.6%,-4.2,-5.0%,-9.1,?,-0.4,8.0
Cc1cccc2nc(CSc3nc4ccc([N+](=O)[O-])cc4[nH]3)cn12,0.0%,5.0%,2.7%,-3.6,-12.5%,-10.5,16.8%,-1.4,0.0
Cc1ccc(/C=N\NC(=O)CNC(=O)C23CC4CC(CC(C4)C2)C3)o1,6.6%,0.7%,-11.9%,-7.5,0.4%,-7.1,7.6%,-0.8,?
CCOC(=O)C1(C)C(C(=O)OC)=C(c2ccc(OC)cc2)c2ccccc2N1C(=O)OC (stereo not drawn),?,16.7%,-4.2%,-20.1,-2.7%,8.0,4.4%,-0.7,17.3
COc1ccc(NS(=O)(=O)c2ccc(-n3nnc4ccccc43)c([N+](=O)[O-])c2)cc1,-5.5%,-4.5%,1.6%,/,-17.3%,0.4,-2.2%,-2.6,-17.2
CC(C)CN1C(=O)c2ccccc2C1(O)Cc1ccccc1 (stereo not drawn),-1.4%,-1.6%,5.1%,4.0,-1.0%,1.1,-1.1%,1.8,3.1
O=C(CCSCCC(=O)NCC1CCCO1)NCC1CCCO1 (stereo not drawn),-16.6%,-6.1%,-10.2%,0.0,1.4%,-2.7,-1.4%,1.9,-6.1
CCCN(CCC)C(=O)C1CCN(c2cc(C)nc3c(-c4ccc(Cl)cc4)c(C)nn23)CC1,/,-12.2%,-2.5%,/,/,4.5,1.7%,/,/
Cc1cccc(OCc2nnc(SCC(=O)Nc3sc(C)c(C)c3C#N)n2C)c1,-5.6%,1.8%,1.3%,1.3,-11.1%,-6.6,-12.3%,-0.9,-9.9
O=S(=O)(c1cnc[nH]1)N1CCN(C(c2ccc(F)cc2)c2ccc(F)cc2)CC1,7.4%,?,-4.8%,1.3,-8.3%,9.3,8.0%,-0.3,18.5
CC(C)CN1C(=O)C(=O)N(CC(=O)N2CCC(Cc3ccccc3)CC2)C1=O,-5.3%,0.2%,4.3%,-0.3,1.1%,1.3,8.7%,0.1,7.9
N#CCc1ccc(NC(=O)Cn2c(=O)oc3ccccc32)cc1,-1.1%,1.1%,-0.5%,2.9,-3.5%,3.7,-0.3%,0.8,8.1
COc1ccc(-c2noc(=O)n2Cc2ccc(F)cc2Cl)cc1,2.4%,?,5.9%,7.6,-1.4%,-0.4,-2.2%,-1.7,10.9
CC1(C(=O)Nc2ccccc2Br)CCN1C(=O)Cc1ccc(Cl)cc1Cl (stereo not drawn),1.9%,?,-3.6%,18.6,-2.8%,5.9,-14.2%,-0.4,14.2
CCCn1cc(CN2CCC(n3nccc3NC(=O)c3ccc4c(c3)OCO4)CC2)c(C)n1,-9.8%,-18.2%,4.9%,6.6,-9.4%,2.2,-5.2%,-3.3,3.1
COc1ccc(CC(N)c2csc(NC(=O)c3ccccc3)n2)cc1 (stereo not drawn),-1.9%,-10.5%,11.3%,5.5,-0.3%,4.6,-9.8%,-0.3,16.2
Cc1c(NC(=O)CCC(=O)N2CCOCC2)c(=O)n(-c2ccccc2)n1C,-3.9%,12.0%,-6.6%,1.5,10.5%[57.1 µM],-16.2,6.4%,-0.7,7.3
CCc1nc2ccccc2n(CC)c1=O,-3.2%,51.6%[activator],16.7%,-4.6,5.3%,3.4,-5.2%,0.6,-26.2
O=S(=O)(Cc1ncc(C(F)(F)F)cc1Cl)c1ccccc1,-1.2%,-13.1%,5.5%,-1.5,6.7%,0.3,-13.3%,-2.5,-7.1
CCCCN1C(=O)C(CC(=O)NC2CCCC2)CC(C(=O)N2CCOCC2)=C1C (stereo not drawn),5.6%,3.4%,-4.8%,-0.4,-2.1%,-1.9,4.2%,-0.4,1.2
O=C(NC(=S)Nc1ccc(Cl)cn1)C(c1ccccc1)c1ccccc1,-1.7%,?,-9.0%,20.6,-8.0%,-7.9,-4.9%,0.3,?
Cc1cc(NC(=O)CSc2nc(C(C)C)nc3sc(C)c(C)c23)no1,-18.4%,0.0%,17.6%,/,-10.7%,18.4,3.5%,0.3,16.0

# Grouped by structure: the entries above with an NH in an aromatic ring
SMILES,PLK1 PBD block,GLP-1R inv ag,GLP1R ag,PI5P4Ka inh,WRN inhibitor,DRD3 agonist,GLP1R cytotox,IL2 activator,D3 antag
COc1cc(CCN(C(=O)c2cc3ccccc3[nH]2)C(c2ccccn2)c2nc3ccccc3[nH]2)cc(OC)c1 (stereo not drawn),?,28.1%,-3.9%,4.6,-4.2%,0.4,-4.6%,-0.5,0.0
Cc1cccc2nc(CSc3nc4ccc([N+](=O)[O-])cc4[nH]3)cn12,0.0%,5.0%,2.7%,-3.6,-12.5%,-10.5,16.8%,-1.4,0.0
O=S(=O)(c1cnc[nH]1)N1CCN(C(c2ccc(F)cc2)c2ccc(F)cc2)CC1,7.4%,?,-4.8%,1.3,-8.3%,9.3,8.0%,-0.3,18.5

# Carrying on:
SMILES,PLK1 PBD block,GLP-1R inv ag,GLP1R ag,PI5P4Ka inh,WRN inhibitor,DRD3 agonist,GLP1R cytotox,IL2 activator,D3 antag
COc1ccc(CCN2C(=O)N(c3ccc(OC)cc3)C(=O)C2CC(=O)Nc2ccc(OC)cc2)cc1 (stereo not drawn),6.8%,?,6.3%,4.5,-12.9%,4.3,-8.3%,3.7,-4.2
Cc1cnc(=O)[nH]c1SCC(=O)c1ccc(F)cc1,11.9µM*,2.3%,0.7%,-6.9,-3.6%[57.1 µM],-1.4,-19.8%,-2.3,-1.1
Cc1ccc(C(=O)Nc2ccc(N3CCN(S(C)(=O)=O)CC3)cc2)cc1C,-11.4%,6.1%,1.4%,-3.8,-2.0%,-20.2,-1.0%,0.5,-16.3
COc1ccc(NC(=O)CSc2nnc3n2CCCCC3)cc1,-2.3%,-11.3%[7.66 µM],-1.2%,4.3,-2.6%,-7.5,-8.6%[7.66 µM],0.7,-18.2
COc1ccc(Nc2nc(-c3cccs3)nc3ccccc23)c(OC)c1,2.6%,15.2%,10.8%,3.4,-7.2%,5.7,32.1%[activator],-1.9,87.7
CC1CN(C(=S)NC(=O)C2CCCCC2)CC(C)O1 (stereo not drawn),-19.0%,-0.3%,-4.4%,-4.4,14.3%,3.3,14.7%,-0.3,-11.0
CC(=O)C(C)n1c(CN2CCN(C(=O)c3ccco3)CC2)nc2c1c(=O)n(C)c(=O)n2C (stereo not drawn),-7.8%,4.7%,6.3%,-0.1,-0.1%,2.5,-11.8%,-4.7,-3.9
Cc1nn(C)c(C)c1CN(Cc1nc(CCC(C)C)no1)C(C)C,1.6%,?,13.2%,3.8,1.3%,3.1,-13.1%,-3.0,-7.6
COc1ccccc1N(CC(=O)NC1CCCCC1)C(=O)Cn1nnc(-c2ccc(C)o2)n1,3.8%,?,11.5%,-6.9,-0.4%,0.9,-1.0%,-0.4,0.3
Cc1ccc2nc(N/C(N)=N/S(=O)(=O)c3ccc([N+](=O)[O-])cc3)nc(C)c2c1,-6.8%,19.8%,7.5%,-4.0,0.4%,-7.3,3.1%,-2.3,-2.3
COc1ccc(NC(=S)NC(=O)C2CCCCC2)cc1,-11.9%,18.5%,4.4%,0.6,4.3%,-8.6,-15.7%,-3.7,-5.4
COc1ccc(S(=O)(=O)N2CCOCC2)cc1C(=O)Nc1nc2ccccc2s1,-3.1%,-1.9%,0.7%,/,-12.5%,0.2,-16.1%,-2.1,-12.8
Cc1ccc2c(c1)Oc1ccc(NC(=O)CCl)cc1C(=O)N2,-17.7%,11.2µM*,6.8%,6.8,-3.7%,0.8,?,-4.5,?
CN(C)c1ccc(/C=N/NC(=O)CCCO)cc1,2.8%,5.7%,2.0%,?,-14.1%,4.3,-4.4%,-4.4,-3.9
CCN1CCN(c2nc3c(c(=O)n(C)c(=O)n3C)n2CCSc2ncccn2)CC1,-4.2%,0.0%,6.4%,/,7.4%,4.4,-25.6%,-2.4,16.9
